# TSG101-PTAP inh – blocks PTAP/TSG101 interaction to inhibit HIV-1 budding; Q99816; Fluorescence polarization, FITC-PTAP peptide / Tsg101 binding; Potency, µM (doses to about 115 µM), for the others: top-dose activity change, negative = inhibition, usual class: inhibitors; 340,000 tested, under 10 active; active = well fitted inhibition curve with a large enough effect in the main read-out, with a control signal flat, not every such curve was filed as active; inconclusive = small, poorly fitted or top-dose-only effect, or effect the other way, or a change in a side signal; inactive = no such curve, though single readings can be large or run the other way; note: potency is the fitted concentration of half-maximal effect; % of control where 0% means no effect
# Target sequence (Q99816 whole entry, looked up): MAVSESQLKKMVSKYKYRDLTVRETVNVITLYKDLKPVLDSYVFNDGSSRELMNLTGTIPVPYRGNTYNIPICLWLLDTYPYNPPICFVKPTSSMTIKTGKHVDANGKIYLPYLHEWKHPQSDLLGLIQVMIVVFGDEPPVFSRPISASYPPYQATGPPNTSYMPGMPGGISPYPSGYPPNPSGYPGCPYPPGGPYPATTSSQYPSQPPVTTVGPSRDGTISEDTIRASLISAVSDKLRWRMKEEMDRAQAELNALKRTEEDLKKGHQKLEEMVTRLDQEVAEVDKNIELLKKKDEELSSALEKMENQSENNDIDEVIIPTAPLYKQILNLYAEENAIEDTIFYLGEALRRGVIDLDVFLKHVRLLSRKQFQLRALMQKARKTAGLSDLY
#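 Fluorescence anisotropy tracks displacement of a FITC-tagged PTAP peptide (50 nM) from the Tsg101 binding domain (10 uM), following a 20 min room-temperature incubation at pH 7.5.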
# A-T KAP1 phos – candidate therapy for ataxia-telangiectasia. […] A-T fibroblasts, KAP-1 phosphorylation AlphaLISA; neocarzinostatin DNA damage 30 min before lysis. Potency, µM (series often up to 57.5 µM), without a hit: at the highest dose activation, usual class: activators. hit rate 0.19% among 320,000. AID 485349; note: potency is the fitted concentration of half-maximal effect; % of control where 0% means no effect; nearly all actives have a fitted effect of over 45% in size
#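 ATM-like activity read as KAP-1 phosphorylation via AlphaLISA donor/acceptor antibody pairs after lysis and 6 hr at 25C. Cells were ATM-null patient fibroblasts ([…], hTERT), dosed 60 min, then exposed to the DSB inducer NCS for 30 min.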
# TCR act – activators of T cell receptors | primary human leukocytes, anti-CD3, IL-2 HTRF, 48 h | Potency, µM (series often up to 9.22 µM), for inactives: at the highest dose activation of IL-2 secretion, hits mostly activators | 330,000 tested, under 10 active; note: % of control where 0% means no effect
#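 HTRF read-out of IL-2 secretion: europium cryptate donor excited at 320nm, d2 acceptor emission at 665nm. Cells were primary human leukocytes incubated 48 hr with compounds and a-CD3 beads, supplying TCR signal only.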
# B2AR arrestin – agonists driving beta-arrestin recruitment to human beta2-adrenergic receptor | Potency, µM (titrated, usually from 46.1 µM), without a hit: at the highest dose activation, actives largely listed as activators | hit rate 0.02% among 330,000 | beta-arrestin recruitment to beta2AR, cell-based reporter;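 note: potency is the fitted concentration of half-maximal effect; 0% = DMSO controls and full agonism = EC100 isoproterenol or metaproterenol; nearly all actives have a fitted effect of over 65% in size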
# Target sequence (P07550 whole entry, looked up): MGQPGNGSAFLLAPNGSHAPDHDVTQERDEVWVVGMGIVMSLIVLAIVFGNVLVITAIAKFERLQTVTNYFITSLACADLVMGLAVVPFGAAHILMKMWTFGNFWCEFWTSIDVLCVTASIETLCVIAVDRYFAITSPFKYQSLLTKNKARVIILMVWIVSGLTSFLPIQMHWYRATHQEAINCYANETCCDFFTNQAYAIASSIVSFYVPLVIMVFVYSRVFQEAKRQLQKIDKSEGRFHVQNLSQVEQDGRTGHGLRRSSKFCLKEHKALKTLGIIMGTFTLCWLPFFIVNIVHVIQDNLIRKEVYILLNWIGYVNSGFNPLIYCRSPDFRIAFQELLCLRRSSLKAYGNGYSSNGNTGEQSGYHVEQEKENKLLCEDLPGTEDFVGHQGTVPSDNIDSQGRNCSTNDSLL
# TRPV1 ag – activates the human vanilloid receptor TRPV1; Q8NER1; TRPV1-expressing cells, Fluo-8 calcium influx, agonist mode; activation, % at 8.33 µM; hit rate 0.19% among 320,000; in the data active = activation above about 80%; inconclusive = between about 30% and that limit; note: 0% is about no effect
#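 Fluo-8 calcium influx in TRPV1-expressing cells, kinetic read (ex 480/em 520 nm). Compound added and read 3 min for agonist activity, followed by capsaicin at EC20 final and 2 min further read for enhancement.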
# p53 reactivation – re-activators of mutant p53; H1299 p53-A138V BP100-luciferase reporter, luminescence, 24 h; Potency, µM (series often up to 92.2 µM), without a hit: at the top dose activity change, positive = activation, actives largely listed as activators; hit rate 0.063% among 320,000; note: potency is the fitted concentration of half-maximal effect; % of control where 0% means no effect; nearly all actives have a fitted effect of over 45% in size
#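 p53-null H1299 cells stably carrying temperature-sensitive p53-A138V and a BP100-luciferase reporter were pinned with compounds (4-point, 1:5 series) and held 24 hrs at 37 deg C. Luminescence was read 10 min after detection reagent.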
# Integrin act MD – integrin-mediated muscular dystrophy alleviation activation. AID 624291. Potency, µM (top dose mostly 38.3 µM), without a hit: at the top dose activation, most hits filed as activators. hit rate 0.064% among 350,000. alpha7betagal myoblasts, beta-gal FDG fluorescence, 48 h;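 note: potency is the fitted concentration of half-maximal effect; 100% = response of the positive control SU9516; nearly all actives have a fitted effect of over 60% in size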
#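 alpha7betagal+/- myoblasts (passage 13, 250/well) treated 48 h at 37C with compounds at 1:260 dilution of DMSO stock. Lysed, then beta-galactosidase activity read as FDG fluorescence (ex 480/em 540) after 30 min, with pre-read for autofluorescence.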
# BRCA1 expr up – increases BRCA1 expression; MCF7-BRCA1-FFLuc reporter, luminescence, 48 h; response scale: scaled: vehicle 0%, 10 µM genistein 100%; Potency, µM (doses to about 46.1 µM), inactives show top-dose activation, most hits filed as activators; hit rate 1.1% among 380,000; AID 624202; note: potency is the fitted concentration of half-maximal effect; nearly all actives have a fitted effect of over 80% in size; some results filed as inactive show a strong effect at the top dose
#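 Reporter cells (MCF7, BRCA1 promoter-firefly luciferase) received library compounds across a concentration series for 48 h. End-point luminescence was measured and concentration-effect curves derived after normalization.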
# ELG1 DNA repair – blocks ELG1-dependent DNA repair in HEK293T cells | HEK293T ELG1-luciferase reporter, luminescence, 16 h; DNA damage induced by 5-fluorouridine | Potency, µM (top dose mostly 46.1 µM), inactives show top-dose activity change, negative = inhibition, hits mostly inhibitors | hit rate 2.3% among 330,000; note: potency is the fitted concentration of half-maximal effect; % is set by controls: 0 for no effect and ±100 for the full control effect; nearly all actives have a fitted effect of over 55% in size
#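 Reporter activity after DNA damage by 5-fluorouridine is monitored. Compound-treated cells incubate 16 hr at 37 °C, then ONE-Glo is added for 30 min before luminescence reading.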
# MLL CXXC-DNA inh – inhibitors of human MLL CXXC domain-DNA interaction | Q03164 | MLL-CXXC / FITC-HOXA9 DNA fluorescence polarization | Potency, µM (titrated, usually from 115 µM), inactives show top-dose activity change, negative = inhibition, actives largely listed as inhibitors | hit rate 0.037% among 290,000 | AID 2662; active = well fitted inhibition curve with a large enough effect in the polarisation, with a control signal flat, not every such curve was filed as active; inconclusive = small, poorly fitted or top-dose-only effect, or effect the other way, or a change in a side signal; inactive = no such curve, though single readings can be large or run the other way; the % refers to the polarisation; note: potency is the fitted concentration of half-maximal effect
#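 Fluorescence polarization: 7 uM MLL-CXXC (stock) preincubated 5 min with compounds, then 50 nM fluorescein-HOX-A9 DNA (stock) added; 30 min ambient. Buffer 50 mM Tris-HCl pH 7.5, 50 mM NaCl, 1 mM DTT, 0.05% BSA.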
# Starred values were filed as active, the others as inactive; ? = inconclusive; · = no result given; [ ] = remark or other dose. Unless noted, calls come from the whole dose curve; as a rule, active = well fitted curve in the direction sought with a large enough effect; inconclusive = small, poorly fitted or top-dose-only effect, or another doubt; inactive = no such curve, though single readings can be large; an effect the other way counts as inactive or inconclusive. Hits appear at their usual frequency; any-hit rate near 3.8%.
No.	Compound	TSG101-PTAP inh	A-T KAP1 phos	TCR act	B2AR arrestin	TRPV1 ag
1	CC1=CCC2(CO)COC(c3ccccc3O)C1C2 (stereo not given)	-1%	9%	-2%	0.2%	-2
2	Fc1ccc(-c2nnc(Cc3ccc(Cl)cc3)o2)cc1	-3%	-9%	1%	0.0%	?
3	COc1ccc(C2(NC(C)=O)CCN(Cc3cccnc3)CC2)cc1	0%	1%	·	-0.4%	-4
4	Nc1cccc(-c2nc3ccc(C(=O)c4ccccc4)cc3[nH]2)c1	-4%	3%	·	3.8%	?
5	O=C(Cc1cccs1)NCc1ccccc1Br	-5%	8%	-7%	3.9%	?
6	COc1ccc(/C(C)=N/NC(=O)CNC(=O)c2ccncc2)cc1	1%	-2%	-4%	0.6%	-2
7	COc1cc(C(=O)N[C@H](C(=O)OCC(=O)NC2CCCCCC2)C(C)C)cc(OC)c1OC	-8%	-1%	1%	-1.1%	·
8	COc1ccc(S(=O)(=O)Nc2ccc(S(=O)(=O)N3CCCCC3)cc2)cc1C	-7%	7%	-2%	-3.6%	-6
9	Cc1nn(C(=O)c2ccco2)c(C)c1Sc1ccc(Cl)cc1	-1%	0%	0%[46.1 µM]	-0.6%	0
10	O=C(O)c1cc2n(n1)C(C(F)(F)F)CC(C1CC1)N2 (stereo not given)	-5%	-3%	-5%	-1.0%	2

No.	p53 reactivation	Integrin act MD	BRCA1 expr up	ELG1 DNA repair	MLL CXXC-DNA inh
1	-2%	-3%	-8%	-6%	9%
2	8%	-53%[inhibitor]	?	?	-3%
3	17%	14%	-4%	30%	1%
4	?	0%	53%	?	4%
5	15%	14%	2.2µM*	?	?
6	-1%	-2%	-3%	3%	29%
7	5%	17%	-9%	?	·
8	-13%	-12%	11%	-3%	-3%
9	5%	27%	-13%	15%	24%
10	4%	24%	1%	14%	7%

# 5 compounds picked at random from the list so far, as already listed:
No.	Compound	TSG101-PTAP inh	A-T KAP1 phos	TCR act	B2AR arrestin	TRPV1 ag
9	Cc1nn(C(=O)c2ccco2)c(C)c1Sc1ccc(Cl)cc1	-1%	0%	0%[46.1 µM]	-0.6%	0
8	COc1ccc(S(=O)(=O)Nc2ccc(S(=O)(=O)N3CCCCC3)cc2)cc1C	-7%	7%	-2%	-3.6%	-6
10	O=C(O)c1cc2n(n1)C(C(F)(F)F)CC(C1CC1)N2 (stereo not given)	-5%	-3%	-5%	-1.0%	2
1	CC1=CCC2(CO)COC(c3ccccc3O)C1C2 (stereo not given)	-1%	9%	-2%	0.2%	-2
5	O=C(Cc1cccs1)NCc1ccccc1Br	-5%	8%	-7%	3.9%	?

No.	p53 reactivation	Integrin act MD	BRCA1 expr up	ELG1 DNA repair	MLL CXXC-DNA inh
9	5%	27%	-13%	15%	24%
8	-13%	-12%	11%	-3%	-3%
10	4%	24%	1%	14%	7%
1	-2%	-3%	-8%	-6%	9%
5	15%	14%	2.2µM*	?	?

# Further compounds:
No.	Compound	TSG101-PTAP inh	A-T KAP1 phos	TCR act	B2AR arrestin	TRPV1 ag
11	COc1ccc(NC(=O)CN(C)C(=O)c2cccc(Oc3ccccc3)c2)cc1	1%	-5%	-3%	0.3%	11
12	Cc1ccc(-c2noc(C3CCCN(C(=O)c4ccc(F)cc4F)C3)n2)cc1 (stereo not given)	-8%	1%	1%	-0.1%	19
13	COCCn1c(C)nnc1SCC(=O)Nc1ccccc1[N+](=O)[O-]	1%	2%	-4%	-0.4%	1
14	COc1ccc(N2C(=O)CC(N3CCN(c4ccccc4F)CC3)C2=O)cc1 (stereo not given)	1%	0%	2%	-0.3%	-1
15	CCOC(=O)c1c(NC(=O)/C=C/C(=O)O)sc(C)c1-c1ccc(C)c(C)c1	-2%	0%	11%	0.0%	-3
16	CCSCCOC(=O)C1=C(C)NC(=O)NC1c1cc(OC)ccc1OC (stereo not given)	-6%	2%	2%	-1.7%	9
17	COC(=O)c1ccccc1NC(=O)c1ccc2c(c1)CC(C)O2 (stereo not given)	0%	2%	-1%	-0.6%	7
18	CCOC(=O)c1ccc(N2C(=O)C(O)=C(C(C)=O)C2c2ccccn2)cc1 (stereo not given)	-4%	-1%	1%	-0.2%	1
19	COCc1cc(=O)n2[nH]c(-c3ccccc3)cc2n1	-1%	7%	3%	0.4%	1
20	COc1ccc(C2(O)CC3CCC(C2)N3c2cc(C)nc(-c3ccccc3)n2)cc1 (stereo not given)	-6%	-3%	6%	-0.4%	25

No.	p53 reactivation	Integrin act MD	BRCA1 expr up	ELG1 DNA repair	MLL CXXC-DNA inh
11	-1%	0%	-13%	-19%	·
12	-8%	-29%	-40%	-14%	-6%
13	-2%	19%	7%	-2%	4%
14	?	16%	0%	-4%	7%
15	-7%	0%	-89%	-9%	-16%
16	-15%	12%	-31%	26%	0%
17	·	-12%	8%	?	23%
18	14%	-4%	-9%	?	5%
19	?	5%	33%	?	4%
20	-36%[inhibitor]	23%	-24%	18µM*	-10%

# (more compounds)
No.	Compound	TSG101-PTAP inh	A-T KAP1 phos	TCR act	B2AR arrestin	TRPV1 ag
21	CC(=O)Nc1cccc(OCc2cnc(Cl)s2)c1	-4%	-1%	-1%	0.0%	10
22	C=CCc1c(C)nn(CC(=O)O)c1-c1ccccc1	-2%	1%	-4%	0.5%	1
23	CC(CNS(=O)(=O)c1ccc2c(c1)NC(=O)CCS2)c1ccccc1 (stereo not given)	-3%	0%	-1%	-1.5%	?
24	CCCCNS(=O)(=O)c1ccc(Br)cc1N1CCC[C@H]1CO	-5%	10%	3%[46.1 µM]	0.0%	·
25	CCOCCN(C(=O)c1ccccc1Cl)c1ccccc1	-6%	0%	-4%	0.4%	2
26	Cc1cc(C)c(NC(=O)CS(=O)CC(=O)N2CCN(c3cccc(C)c3C)CC2)c(C)c1 (stereo not given)	-8%	-3%	-1%	-0.6%	3
27	CN(c1ccccc1)P(=O)(N(C)c1ccccc1)N(C)c1ccccc1	-5%	9%	5%	-0.3%	?
28	C=CCn1c(SCC(=O)c2cccs2)nc2sc(C)c(C)c2c1=O	-2%	·	4%[46.1 µM]	-0.4%	3
29	Cc1cccc(N2CCN(C(=O)CCNS(=O)(=O)c3cccs3)CC2C)c1 (stereo not given)	0%	-3%	-40%	-1.0%	15
30	CCOC(=O)C1(Cc2cccc(OC)c2)CCCN(Cc2nccn2CC)C1 (stereo not given)	-4%	5%[11.5 µM]	4%	0.3%	19

No.	p53 reactivation	Integrin act MD	BRCA1 expr up	ELG1 DNA repair	MLL CXXC-DNA inh
21	6%	0%	0%	?	-20%
22	-1%	-5%	-9%	0%	7%
23	-3%	-16%	-12%	1%	2%
24	1%	0%	4%	-1%	·
25	-2%	-3%	-1%	?	-2%
26	1%	-37%	-42%	?	0%
27	-6%	20%	-42%	?	-5%
28	-2%	-13%	40%	?	8%
29	0%	-4%	32%	14%	6%
30	1%	0%	-4%	-13%	-5%

# (next part)
No.	Compound	TSG101-PTAP inh	A-T KAP1 phos	TCR act	B2AR arrestin	TRPV1 ag
31	Cc1cccc(NC(=S)NC(=O)CCc2ccccc2)c1C	-3%	·	4%	2.8%	-2
32	Cc1cc(N2CCN(c3ccc([N+](=O)[O-])c4cccnc34)CC2)c2ccccc2n1	14%	-3%	-3%[46.1 µM]	0.2%	3
33	COc1ccc(OC)c(S(=O)(=O)N(C)CC(=O)Nc2cc(Cl)ccc2OC)c1	-3%	2%	3%[46.1 µM]	-0.1%	15
34	COC(=O)c1c(C)nc(C)c(C(=O)OC)c1-c1ccsc1	1%	-1%	4%	0.1%	3
35	Cc1ccc(NC2CCCN(C(=O)c3snnc3C)C2)cc1C (stereo not given)	-5%	8%	1%	0.2%	10
36	CCn1c(=O)cc(SCC(=O)Nc2ccc(OC)c(OC)c2)c2ccccc21	-12%	5%	-3%	-0.8%	2
37	CC1CC(C)CN(CC(=O)N2CCc3[nH]c4ccccc4c3C2)C1 (stereo not given)	0%	2%	7%	-0.1%	-1
38	O=C1CCN(Cc2cccnc2)CCN1[C@H](CO)Cc1ccccc1	·	-11%	-88%	-0.9%	0
39	C(=Nc1ccc(Nc2ccccc2)cc1)c1ccc2ccccc2c1	-5%	-9%	2%[46.1 µM]	4.0%	-1
40	NC(=O)/C=C\C(=O)Nc1cccc(C(F)(F)F)c1	-2%	-5%	4%	0.3%	-1
41	CNc1ccccc1-n1ccc(-c2ccccc2)n1	0%	2%	2%	-0.7%	1

No.	p53 reactivation	Integrin act MD	BRCA1 expr up	ELG1 DNA repair	MLL CXXC-DNA inh
31	21%	27%	16%	8%	-2%
32	4%	-28%	-20%	?	36%[activator]
33	0%	-6%	-23%	?	10%
34	0%	21%	-5%	2%	-7%
35	4%	5%	1%	?	4%
36	-4%	-44%[inhibitor]	-62%	?	-7%
37	4%	-27%	-20%	8%	-1%
38	·	-4%	6%	19%	-11%
39	14%	-23%	4%	-17%	7%
40	-23%	-59%[inhibitor]	-47%	-24%	7%
41	?	5%	91%	?	3%

# Source: PubChem BioAssay
